RmlCD inh 1536: M. tuberculosis RmlC/RmlD inhibition; inhibition, % at 3.6 µM; actives 0.03% (n = 160,000); RmlC+RmlD coupled enzyme assay, percent inhibition; primary screen in compound mixtures; in the data active = inhibition mostly above about 34%, no sharp cut-off; note: some results filed as inactive read as strong as hits
Target sequence (P9WH09 whole entry, looked up): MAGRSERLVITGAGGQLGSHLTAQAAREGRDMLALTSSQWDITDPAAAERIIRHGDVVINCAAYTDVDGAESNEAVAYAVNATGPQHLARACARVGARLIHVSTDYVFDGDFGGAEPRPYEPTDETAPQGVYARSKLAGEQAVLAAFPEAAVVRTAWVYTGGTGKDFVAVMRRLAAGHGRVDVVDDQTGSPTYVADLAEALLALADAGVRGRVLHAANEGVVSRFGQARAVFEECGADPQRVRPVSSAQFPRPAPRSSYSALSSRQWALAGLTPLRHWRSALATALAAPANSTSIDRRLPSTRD
Target sequence (P9WH11 whole entry, looked up): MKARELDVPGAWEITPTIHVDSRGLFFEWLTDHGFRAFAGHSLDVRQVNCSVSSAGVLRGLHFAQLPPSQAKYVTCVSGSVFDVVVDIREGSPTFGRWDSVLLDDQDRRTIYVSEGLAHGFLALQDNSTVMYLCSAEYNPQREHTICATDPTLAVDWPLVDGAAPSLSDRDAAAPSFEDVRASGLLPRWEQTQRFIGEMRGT
M. tuberculosis GlmU: inhibition of mycobacterial GlmU enzyme – biochemical, glucosamine-1-phosphate acetyltransferase (AID 1376); M. tuberculosis GlmU acetyltransferase enzyme assay; higher % means a stronger effect; one-dose inhibition, %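 (tested at 30 µM in the primary screen)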; IC50 in µM for titrated hits; actives 0.25% (n = 220,000); in the data active = inhibition above about 13%;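 note: 0% = complete reaction with vehicle and 100% = reaction without substrate; strong numbers were not always called active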
Numbers without * were called inactive; . = no result given; & = joins results of further samples. This is a subset; count on the stated rates, not on these rows.

Compound	RmlCD inh 1536	M. tuberculosis GlmU
Cc1ccc(NC(=O)CSc2nnc(CNC(=O)c3ccco3)o2)cc1	3	-2.4%
COC(=O)c1[nH]c2ccc(Cl)cc2c1NC(=O)CN1CCC(C(N)=O)CC1	.	-6.2%
CCCCN(CC(=O)NCc1ccc(Cl)cc1)S(=O)(=O)c1ccc2c(c1)OCCO2	-9	-4.1%
Cc1cc2c(cc1C)CSC(c1ccccc1OC(=O)C(C)C)SC2	5	-6.7%
COCCN1C(=O)C(CC(=O)Nc2ccccc2)SC1=Nc1ccc(OC)cc1 (centres undefined)	.	2.4%
CCN(CC)c1ccc(NC(=O)c2ccccc2Br)cc1S(=O)(=O)Nc1ccccc1OC	3	-1.8%
CCC(C)(C)NC(=O)C(c1cccn1C)N(Cc1ccc(OC)cc1)C(=O)Cn1nnc2ccccc21 (centres undefined)	.	-3.6%
CC1CCc2c(sc(NC(=O)CSc3ncnc4c3cnn4-c3ccccc3Cl)c2C#N)C1 (centres undefined)	-1	3.0%
CCC(C(=O)Nc1cccc(C(=O)O)c1)c1ccccc1 (centres undefined)	1	3.8%
O=S(=O)(Nc1ccc2c(c1)nc1n2CCN(Cc2ccccc2)C1)c1ccc(F)cc1	.	-1.0%
CCSc1nnc(NC(=O)c2csc(C)c2)s1	.	1.7%
CC(C)c1cc(N2CCC(=O)NC2=O)cc(C(=O)O)c1O	-10	6.4%
COc1cc2[nH]c3c(=O)n4c(nc3c2cc1OC)SCCC4	.	4.6%
CC(C)CCNC(=O)C(c1ccc(O)cc1)N(C(=O)C1COc2ccccc2O1)c1cccc(O)c1 (centres undefined)	8	6.9%
C=C(C)/C=N/NC(=S)Nc1ccc(S(=O)(=O)N2CCOCC2)cc1	-1	2.9%
NC(N)=N/N=C/c1cn(-c2ccccc2)nc1-c1cccs1	-32	-14%
Cc1ccc(C)c2[nH]c(=O)c(C(c3nnnn3C3CCCC3)N3CCOCC3)cc12 (centres undefined)	6	15%
O=Nc1c(O)n(Cc2c(Cl)cccc2Cl)c2ccccc12	4	11%
CN1CCN(CCCNC(=O)c2cc3c(=O)n(C)c4ccccc4c3s2)CC1	1	4.1%
Cn1c(Cc2ccccc2)nnc1SCC(=O)N1CCN(c2ccccc2)CC1	32	0.0%
COc1cc(OC)c(C2N(C)c3ccccc3N2C)cc1OC	10	-4.7%
Cc1cc(OCc2nnc(SC(C)C(=O)O)n2Cc2ccccc2)ccc1Cl (centres undefined)	4	-2.8%
O=C(O)Cc1sc(-c2ccccc2)nc1-c1cccs1	2	-2.6%
O=C(Oc1ccc2c(c1)OCC2=O)c1ccc(Cl)cc1	13	-6.3%
Clc1ccc2nc(CN3CCCc4ccccc43)cn2c1	4	8.3%
O=C(c1ccc(Cl)c(Cl)c1)N1CCC(=O)N(C(COCc2cccc(Cl)c2)Cc2ccccc2)CC1 (centres undefined)	.	1.5%
CCN(CC)CC(=O)Nc1sc(C)c(C)c1C(=O)c1ccc(C)cc1	1	2.3%
COc1ccccc1N1CCN(C(=O)CSc2nc3ccccc3c(=O)n2CC2CCCO2)CC1 (centres undefined)	-10	.
Cn1c(C(=O)NCC2CCCO2)cc2c(=O)[nH]c3ccccc3c21 (centres undefined)	-7	7.1%
O=C(NC1CC1)c1cc(F)c(F)cc1Cl	8	-0.8%
CCOc1ccc2c(c1)/C(=C(\C(Cl)=C(Cl)Cl)[N+](=O)[O-])N2	-7	1.4%
COc1cccc(NC(=O)Cn2cnc3sc(C)c(S(=O)(=O)N4CCN(C)CC4)c3c2=O)c1	.	-4.2%
[O-]/[N+](=C/c1cccnc1)c1ccc(Br)cc1	-2	-1.0%
O=C(CCCOc1ccc(Cl)cc1Cl)N/N=C/c1ccccc1O	.	4.2%
COc1ccc(C2(C(=O)NCCCN3CCOCC3)CCOCC2)cc1	4	-0.5%
CC1CSc2nnc(CCc3ccccc3)n21 (centres undefined)	-6	6.8%
CC(=O)c1sc(-c2ccccc2Cl)nc1C	4	-3.7%
CCOC(=O)c1sc(N(C)C(C)=O)nc1C	.	-2.5%
CS(=O)(=O)n1nc(-c2ccccc2)nc1N	6	-2.0%
CCn1c(SC/C=C/c2ccccc2)nnc1-c1cccs1	.	7.8%
CC(=O)Nc1ccccc1C(=O)N1CCc2ccccc21	5	7.6%
Cn1c(COc2ccccc2)nnc1SCc1cc(=O)[nH]c2ccccc12	12	-2.2%
CC1=C(C(=O)Nc2ccccc2)C(c2ccc(C)o2)n2c(s/c(=C\c3ccco3)c2=O)=N1 (centres undefined)	2	-0.3%
CCCCOC(=O)n1c(SCC(=O)N(CC)CC)nc2ccccc21	.	-4.5%
COc1cc(NC(=O)CSc2nnc(-c3ccncc3)n2C2CCCCC2)ccc1NC(=O)c1ccco1	47	-6.2%
C=CC[n+]1ccn(-c2nc3ccccc3nc2[N-]S(=O)(=O)c2cccs2)c1	8	0.7%
O=C(CN(c1ccccc1)S(=O)(=O)c1ccccc1)NCCSc1nc2ccccc2s1	.	-2.0%
Cc1[nH]c(=S)[nH]c(=O)c1CCC1OCCO1	13	-5.5%
O=C(O)C1=C[C@@H](c2coc3ccccc3c2=O)C[C@@H](OCc2ccc(CO)cc2)O1	.	-1.4%
COC(=O)c1ccc(-n2nnnc2SCC(=O)Nc2ccccc2C(=O)OC)cc1	-6	.

Further results follow:
Compound	RmlCD inh 1536	M. tuberculosis GlmU
O=C(NNC1=Nc2ccccc2SC1)c1cccc([N+](=O)[O-])c1	13	-0.9%
COc1cc(C2SC(C)C(=O)N2CCc2ccccc2)cc(OC)c1OC (centres undefined)	11	-8.2%
CCOc1cc(/C=N/Nc2nc(-c3cccs3)c(NC(C)=O)s2)ccc1O	.	-5.3%
CCO[C@H]1OC(C(=O)NCc2nc3ccccc3[nH]2)=C[C@@H](c2ccc(C(F)(F)F)cc2)[C@@H]1CCCO	.	2.0%
Cc1ccc(NC(=S)NN(C)c2nc(C)cnc2C)cc1	1	-3.3%
CC1(C)Cc2c(sc3c2C(=O)N(c2ccccc2)C2=NCCCN23)CO1	.	-7.4%
Cc1ccc(CC(=O)NCc2ccc(F)cc2)cc1	-10	-6.0%
CC1Oc2ccccc2N(CC(=O)c2ccc(F)cc2)C1=O (centres undefined)	-10	-0.9%
CC(C)C(c1nnnn1CCc1ccccc1)N1CCSCC1 (centres undefined)	-39	8.0%
Cc1ccc(P(=O)(OCCN2CCOCC2)C(C)(C)C)o1 (centres undefined)	.	8.4%
COc1cc(C2C(C#N)=C(N)Oc3c2c(-c2ccccc2)nn3-c2ccccc2)cc(OC)c1OC (centres undefined)	4	7.8%
Cc1ccc(S(=O)(=O)N(CCC(=O)Nc2ccc(OC(F)(F)F)cc2)c2ccccc2)cc1	1	2.8%
Cc1ccccc1/C=C\c1nc2ccccc2c(=O)[nH]1	1	2.0%
COc1ccc(C)cc1NC(=O)CN1CCN(S(=O)(=O)c2ccc(Br)cc2)CC1	1	1.7%
COc1ccc(-c2[nH]ncc2-c2nc(C)cs2)c(O)c1	.	2.1%
CCOC(=O)C1(CCCc2ccccc2)CCN(C(=O)c2ccoc2)CC1	.	2.0%
O=C(Nc1ccc(Cl)cc1C(=O)Nc1ccccn1)c1ccco1	.	0.2%
COc1ccc(C(=O)Nc2ccc(/C(C)=N/NC(=O)c3ccccc3O)cc2)cc1OC	.	11%
Cc1ccccc1/C=N/NC(=O)Cn1nnc(N)n1	8	3.1%
COc1ccc(C(=O)/C=C/c2ccc(OC)c(COc3ccc(F)cc3)c2)cc1	6	-3.2%
N/C(=N\OC(=O)Cc1ccc([N+](=O)[O-])cc1)c1ccccn1	-10	-2.1%
O=C(NCc1ccccn1)c1cc2cc(Br)ccc2oc1=O	.	3.5%
O=C(CSc1ccc(-c2ccccn2)nn1)NC1CCCC1	.	-8.7%
CCN(CC)c1nc(Oc2ccc(=O)[nH]n2)nc(N2CCOCC2)n1	-5	-1.5%
COc1ccccc1N1CCN(C(=O)C2CC=CCC2C(=O)O)CC1 (centres undefined)	14	0.7%
COc1cccc(CNn2cnnc2)c1OCc1ccc(F)cc1	-4	-3.2%
O=C1CC(c2c(F)cccc2Cl)C2=C(COC2=O)N1 (centres undefined)	8	-5.8%
CCCCc1cc(=O)oc2cc(C)cc(OCc3nn[nH]n3)c12	88	0.8%
CN(C)P(=O)(NC(=O)c1cccn1C)N(C)C	-12	0.1%
N=C1/C(=C/c2coc3ccccc3c2=O)C(=O)N=C2SC(c3ccco3)=NN12	.	-0.7%
Nc1nc(-c2ccc([N+](=O)[O-])cc2)c(C(=O)Nc2ccc(Cl)cc2)s1	-6	-7.3%
CCn1c2c(c3cc(Br)ccc31)CCC/C2=N\O	-4	3.8%
O=C1CCC(C(=O)OCc2ccccc2)N1 (centres undefined)	4	-1.7%
O=C(CN(C(=O)c1ccccc1Cl)N1C(=O)C2C3C=CC(C3)C2C1=O)c1cccs1 (centres undefined)	5	6.3%
O=C(NNC(=S)Nc1ccc(F)cc1)C1CC1c1ccc(Cl)cc1 (centres undefined)	.	8.4%
CC1CC(C#N)N(N(C)C)C1=C(C#N)C#N (centres undefined)	6	-3.3%
CSc1ncc(Cl)c(C(=O)Nc2nnc(SC)s2)n1	-1	-5.8%
O=C(O)CCCC(=O)Nc1ccc(C(=O)NCc2cccnc2)cc1	-2	-1.6%
Cc1ccc(C(=O)NC(=O)CSc2ncccc2C(=O)O)cc1	.	1.5%
COc1ccc(N=C2SC(CC(=O)Nc3ccccc3)C(=O)N2CCc2ccccn2)cc1 (centres undefined)	10	3.8%
CN(c1cccc(NC(=O)CN(c2cccc(Cl)c2)S(=O)(=O)c2ccc(Cl)cc2)c1)S(C)(=O)=O	2	-1.0%
Cn1c(C(=O)O)c(C=O)c2ccccc21	9	-0.4%
NNc1nccc(Nc2ccccc2C(=O)O)n1	15	6.0%
Cc1ccc(C(=O)/C=C/c2c[nH]c3ccccc23)cc1	.	1.7%
COC(=O)C(NS(=O)(=O)c1ccc(NC(C)=O)cc1)C(C)C (centres undefined)	.	-4.8%
S=C(Nc1ccc(Cl)cc1)N1CCN(C2CCCCC2)CC1	.	-5.7%
O=C(N/N=C/c1ccc([N+](=O)[O-])cc1)c1cc(C2CC2)nc2ccccc12	7	-0.6%
Cc1nn(-c2ccccc2)c2c1C(c1ccc(Br)s1)C(C#N)=C(N)O2 (centres undefined)	20	-2.3%
COc1cccc(CNCc2ccccn2)c1OC	18	-1.3%
Cc1nc(Sc2ccc(Br)cc2)c(C#N)c(C)c1[N+](=O)[O-]	-2	-3.1%

New compounds follow.
Compound	RmlCD inh 1536	M. tuberculosis GlmU
CC(c1ccccc1)n1cc(C(=O)NCCCn2ccnc2)nn1 (centres undefined)	-7	-0.2%
Cc1noc(C)c1CSc1nc2cc(S(=O)(=O)N3CCOCC3)ccc2o1	.	9.4%&9.6%
O=C(Cn1cncn1)NCc1ccccc1Br	18	2.5%
Cc1ccccc1NC(=O)CN(C)S(=O)(=O)c1cccc2cccnc12	-3	0.6%
CN(C)CC(=O)N1c2ccccc2Sc2ccc(Cl)cc21	.	-4.5%
CC(C)C(C(=O)NCc1ccco1)N(C(=O)CNS(=O)(=O)c1ccc(Cl)cc1)C1CCCC1 (centres undefined)	-4	-1.0%
COc1ccc(-c2c[n+](CC(=O)c3cccs3)c3n2CCC3)cc1	5	-2.5%
CC(CCc1ccccc1)NCC(O)c1cccc([N+](=O)[O-])c1 (centres undefined)	.	-2.6%
Cc1ccc(NC(=S)Nc2ccc(S(=O)(=O)N3CCOCC3)cc2)cc1S(=O)(=O)N1CCOCC1	.	-0.9%
O=C(Nc1ccccc1C(=O)N1CCCC1)c1ccc(Cl)c([N+](=O)[O-])c1	9	3.4%
CCOC(=O)c1c(NC(=O)CSc2c[nH]c3ccccc23)sc2c1CCCC2	.	-0.3%
CCN(CC(=O)NCc1ccc(F)cc1)C(=O)/C=C/c1cccs1	.	-4.3%
COc1ccc(O)c(C=Nc2cc(NC(C)=O)c(Cl)cc2Cl)c1	8	-3.2%
COc1c(Cl)cc(C(=O)Nc2ccccc2C(=O)O)cc1Cl	-8	5.0%
Cc1nc(NC(=S)Nc2ccccc2)sc1C	.	-2.0%

Rewritten with values under each structure: 6 of the compounds above.
Under each structure: RmlCD inh 1536	M. tuberculosis GlmU
Cc1ccc(NC(=S)Nc2ccc(S(=O)(=O)N3CCOCC3)cc2)cc1S(=O)(=O)N1CCOCC1
    .	-0.9%
O=C(Nc1ccccc1C(=O)N1CCCC1)c1ccc(Cl)c([N+](=O)[O-])c1
    9	3.4%
CCOC(=O)c1c(NC(=O)CSc2c[nH]c3ccccc23)sc2c1CCCC2
    .	-0.3%
CCN(CC(=O)NCc1ccc(F)cc1)C(=O)/C=C/c1cccs1
    .	-4.3%
COc1ccc(O)c(C=Nc2cc(NC(C)=O)c(Cl)cc2Cl)c1
    8	-3.2%
COc1c(Cl)cc(C(=O)Nc2ccccc2C(=O)O)cc1Cl
    -8	5.0%

Rewritten with values under each structure: part of the list above
Every second line gives: RmlCD inh 1536	M. tuberculosis GlmU
Cc1noc(C)c1CSc1nc2cc(S(=O)(=O)N3CCOCC3)ccc2o1
 : .	9.4%&9.6%
O=C(Cn1cncn1)NCc1ccccc1Br
 : 18	2.5%
Cc1ccccc1NC(=O)CN(C)S(=O)(=O)c1cccc2cccnc12
 : -3	0.6%
CN(C)CC(=O)N1c2ccccc2Sc2ccc(Cl)cc21
 : .	-4.5%

Compound activity from PubChem.
